# ATXN2 expr inh: ATXN2 expression inhibition; HEK-293 ATXN2-luciferase reporter, luminescence, 24 h; Potency, µM (titrated, usually from 57 µM), inactives show at the highest dose activity change, negative = inhibition, usual class: inhibitors; 0.72% of 360,000 active; AID 1745845; further: potency means the concentration at half of the fitted maximal effect; on the % scale 0 is the no-effect control and ±100 the full control effect; nearly all actives have a fitted effect of over 55% in size
#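 qHTS (up to 57 uM final) was run with 24 h compound exposure of reporter cells at 37 °C. Each well was multiplexed: SteadyGlo luminescence measured ATXN2-luciferase expression after a fluorogenic Gly-Phe-AFC viability readout (25 uM final).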
# HepG2 tox: counter-screen for TGF-b inhibitors: cytotoxicity in HepG2 cells; HepG2 CAGA-GFP viability, ATP luminescence, 18 h; Potency, µM (highest dose often 46.1 µM), without a hit: at the highest dose activity change, negative = cytotoxicity, actives largely listed as cytotoxic; 0.76% of 410,000 active; AID 588856; further: potency means the concentration at half of the fitted maximal effect; some results filed as inactive show a strong effect at the top dose
#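 CellTiter-Glo luminescence gave cytotoxicity after 18 hours at 37 degrees C. The cells were HepG2 CAGA-GFP in 1% FBS DMEM, stimulated with 500 pg/mL TGF-beta after compound addition. %Activity was normalised to no-cell wells (complete cell-killing) and DMSO (no toxicity), and curves were fitted and classified.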
# IL-1B inflam inh: blocks inflammasome-driven IL-1 beta release | AID 743279 | 4.7% of 360,000 active | THP-1 LPS/ATP IL-1B secretion, AlphaLISA, 16 h; hits give low values | activity change, % at 57.5 µM; in the data active means activity change below about -50%; inconclusive means mostly about -30% to -49%; further: on the % scale 0 is the no-effect control and ±100 the full control effect
#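 Secreted IL-1B measured by AlphaLISA bead assay after 16 h compound exposure of THP-1 cells; compounds (final up to 57.5 uM) added 1 h before LPS (250 ng/mL) and ATP (1.25 mM) stimulation; lower signal means less secretion.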
# A549 viability: kills or reduces viability of A549 cells in Nrf2 counter-screen; Potency, µM (highest dose often 46 µM), without a hit: top-dose activity change, negative = cytotoxicity, usual class: inhibitors; AID 504648; 0.16% of 390,000 active; A549 ARE-Fluc cells, CellTiter-Fluor viability, 18-24 h; further: potency means the concentration at half of the fitted maximal effect; on the % scale 0 is the no-effect control and ±100 the full control effect
#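 Cytotoxicity counterscreen: CellTiter-Fluor fluorescence was measured in A549 ARE_Fluc cells after 18-24 h of compound exposure in a concentration series. The subsequent BugLite luminescent read reports ARE-luciferase activity.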
# S2 tox: cell viability loss in ATXN counter-screen. S2 cells (HEK-293 line with an ATXN2-luciferase reporter) viability, CellTiter-Fluor protease fluorescence, 24 h. Potency, µM (top dose mostly 56.7 µM), most hits filed as cytotoxic. 0.49% of 400,000 active. AID 651635; further: potency means the concentration at half of the fitted maximal effect; nearly all actives have a fitted effect of over 40% in size
# MCF10A rereplic: inducers of DNA re-replication in MCF 10A breast cells; MCF 10A DNA re-replication, Hoechst nuclear intensity, 48 h; 2.9% of 350,000 active; AID 624296; Potency, µM (top dose mostly 46.1 µM), for the others: at the highest dose activity, positive = re-replication, usual class: activators; further: potency means the concentration at half of the fitted maximal effect; % of control where 0% means no effect; nearly all actives have a fitted effect of over 50% in size
# Nrf2 activator: activators of Nrf2 (ARE) signaling; AREc32 ARE-luciferase reporter (MCF7-derived line), luminescence, 24 h; Potency, µM (highest dose often 46.1 µM), inactives show at the highest dose activation, usual class: activators; 0.31% of 410,000 active; further: potency means the concentration at half of the fitted maximal effect; % of control where 0% means no effect; nearly all actives have a fitted effect of over 65% in size
#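 Luciferase luminescence (Steady-Glo, 30 min at room temperature) served as the read-out of ARE activation in AREc32 cells treated with compounds for 24 hr at 37 deg C.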
# Nrf2 block: Nrf2 pathway inhibition; A549 ARE-Fluc reporter, luciferase luminescence, 18-24 h; Potency, µM (series often up to 46 µM), for the others: at the top dose activity change, negative = inhibition, usual class: inhibitors; 2.1% of 360,000 active; further: potency means the concentration at half of the fitted maximal effect; on the % scale 0 is the no-effect control and ±100 the full control effect; nearly all actives have a fitted effect of over 60% in size
#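 Nrf2 function is reported as luminescence of an ARE-controlled luciferase in A549 cells. Compounds were tested at several concentrations, and a CellTiter-Fluor read on the same wells flagged cytotoxicity.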
# TGFb SMAD3 inh: inhibitors of TGF-b signaling. HepG2 CAGA-GFP TGF-b/SMAD3 reporter, GFP fluorescence, 18 h; TGF-beta stimulated, 500 pg/mL final. Potency, µM (series often up to 46.1 µM), for the others: top-dose activity, negative = inhibition, usual class: inhibitors. 1.2% of 410,000 active; further: potency means the concentration at half of the fitted maximal effect; on the % scale 0 is the no-effect control and ±100 the full control effect; nearly all actives have a fitted effect of over 65% in size
#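 HEPG2 CAGA-GFP cells (1000/well, DMEM with 1% FBS) were pre-incubated 2 h at 37 degrees C, given compound by pin tool, then stimulated with TGF-beta at 500 pg/mL final for 18 h before per-cell GFP fluorescence imaging.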
# Starred values were filed as active, the others as inactive; i = inactive; ? = inconclusive; / = no result given; [ ] = dose if it differs, or a comment. Unless noted, the call rests on the fitted dose curve; in most records, active means well fitted curve in the direction sought with a large enough effect; inconclusive means small, poorly fitted or top-dose-only effect, or another doubt; inactive means no such curve, though single readings can be large; an effect the other way counts as inactive or inconclusive.
# Results follow in this order: ATXN2 expr inh	HepG2 tox	IL-1B inflam inh	A549 viability	S2 tox	MCF10A rereplic	Nrf2 activator	Nrf2 block	TGFb SMAD3 inh
CC(C)CCN(C(=O)Cc1ccc(Cl)c(Cl)c1)c1c(N)n(Cc2ccccc2)c(=O)[nH]c1=O
  ?	12%	?	?	?	?	0.4%	?	-8%
Cc1ccc(Cl)c(OCC(=O)Nc2ccc(S(=O)(=O)NC3=NCCCCC3)cc2)c1
  5%	-15%	0	-10%	i	7%	-0.1%	?	?
Cc1ccc(N2CC(C(=O)N3CCN(c4ccccc4)CC3)CC2=O)cc1 (stereo unspecified)
  4%	0%	-10	18%	?	7%	0.0%	0%	-11%
COc1cc2c(cc1NC(=O)c1ccc3c(c1)OCO3)oc1ccccc12
  41%[activator]	-32%	?	-13%	i	-3%	6.6%	?	-1%
O=C1CCSC2(C(=O)N(Cc3ccccc3)c3ccccc32)N1c1ccccc1 (stereo unspecified)
  /	-51%	/	-9%	/	/	7.0%	-1%	?
Cc1cc(O)cc2c1O[C@@](C)(CCC[C@@H](C)CCC[C@@H](C)CCCC(C)C)CC2
  2%	-4%	-3	-6%	i	0%	-0.5%	0%	-3%
CCc1cccc2cc3c(N)c(C(=O)Nc4ccc(S(=O)(=O)N5CCCC5)cc4)sc3nc12
  -16%	-14%	-15	0%	/	14%	3.8%	5%	43%[activator]
O=C(Nc1cccc(Cl)c1Cl)c1ccc2c(c1)N(Cc1cccc(Cl)c1)C(=O)c1ccccc1S2=O (stereo unspecified)
  10%	6%	/	-1%	i	/	0.2%	/	-3%
O=C(COc1ccccc1)NCCSCc1ccco1
  12%	-15%	7	-3%	i	11%	4.3%	7%	-13%
CC(CC(=O)Nc1cc(S(=O)(=O)N2CCOCC2)ccc1OCC(F)(F)F)c1ccccc1 (stereo unspecified)
  -2%	-3%	-28	8%	i	2%	-0.1%	8%	0%
CN(C(=O)CSc1nnc(-c2cccs2)n1N)c1ccccc1
  /	-16%	-9	1%	/	-3%	0.4%	-6%	-6%
CCOc1ccc(CCNC(=O)CN2C(=O)CCSc3ccccc32)cc1
  -23%	4%	-11	-2%	i	0%	0.1%	-7%	-1%
Cn1ccc(-c2ccccc2)n1
  -12%	-2%	3	-4%	i	-16%	-0.2%	-1%	1%
O=C(COC(=O)C12CC3CC(CC(C3)C1)C2)Nc1ccc(OC(F)F)cc1
  /	-43%	?	-4%	/	3%	2.8%	5%	0%
COc1ccc(OC)c(C2=CC(=O)C[C@H](c3ccc4c(c3)OCO4)C2)c1
  -20%	-18%	6	1%	i	?	0.1%	-24%	-19%
COC(=O)c1c(NC(=O)COC(=O)c2ccc(C)s2)sc2c1CCCCC2
  /	5%	7	-7%	i	-1%	0.3%	5%	9%
CCC(c1nc2ccccc2c(=O)n1-c1cccnc1)N1C(=O)c2ccccc2C1=O (stereo unspecified)
  -8%	-18%	-7	-7%	?	27%	0.1%	8%	-11%
CCC(CC)NC(=O)c1nn(Cc2ccccc2)c(=O)c2ccccc12
  -9%	-15%	9	-4%	i	?	-0.4%	-12%	?
O=S(=O)(c1ccc2c(c1)CCCN2)N1CCCC2CCCCC21 (stereo unspecified)
  -21%	-6%	-5	-3%	i	?	0.1%	?	-23%
COc1ccc(-c2ccc(-c3cc(=O)oc4cc(OC)c(OC)c(OC)c34)cc2)cc1OC
  5%	-17%	17	-1%	i	?	4.0%	?	-28%

# More records follow:
# Results follow in this order: ATXN2 expr inh	HepG2 tox	IL-1B inflam inh	A549 viability	S2 tox	MCF10A rereplic	Nrf2 activator	Nrf2 block	TGFb SMAD3 inh
Cc1cc(C)c2cccc(NC(=S)NC(=O)c3ccccc3)c2n1
  11%	-11%	22	15%	i	19%	?	5%	-20%
Fc1ccc(-n2c(-c3ccc4ccccc4n3)n[nH]c2=S)cc1
  -8%	-31%	43	9%	i	4%	3.5%	3%	-4%
COc1cc(-c2nnc(COC(=O)c3ccc([N+](=O)[O-])o3)o2)cc(OC)c1OC
  /	-3%	9	/	i	/	8.2%	/	-1%
Cn1c(=O)[nH]c(=O)c2c1nc(Br)n2CCOc1ccccc1
  -5%	-28%	25	-7%	i	11%	17%	?	-11%
CCOC(=O)N1CCC(NC(=O)c2cc(-c3ccc(OC)cc3)nc3ccccc23)CC1
  1%	16%	4	-2%	i	?	0.3%	11%	9%
CCN1CCN(c2ccc(S(=O)(=O)N3CCOCC3)cc2NC(=O)CCOc2ccccc2)CC1
  -9%	3%	-14	-2%	i	-1%	0.1%	14%	2%
O=C(NCC(c1cccnc1)N1CCN(c2ccccc2)CC1)c1ccc2c(c1)OCO2 (stereo unspecified)
  1%	5%	7	-14%	i	2%	1.2%	-10%	4%
CSCCC(NC(=O)c1ccccc1)C(=O)NCCCSc1ccccc1 (stereo unspecified)
  /	-11%	-22	0%	i	-4%	0.4%	?	-2%
CC1(C)CC(=O)c2cnc(NCc3ccco3)nc2C1
  3%	-14%	-6	6%	i	7%	?	/	-16%
CCCCNc1c(-c2ccc(OC)c(SC3CCCCC3)c2)nc2ccc(C)cn12
  25µM*	13µM*	-59*	?	10µM*	7.3µM*	-5.9%	18µM*	18µM*
CCc1cc2c(-c3ccccc3)cc(=O)oc2cc1OC(=O)c1cccs1
  /	-19%	29	-7%	/	14%	2.2%	?	0%
CC1(C)OC(C)(C)/C(=C\c2ccccc2[N+](=O)[O-])C1=O
  -10%	5%	-20	-1%	i	-6%	2.4%	1%	2%
CC(=O)c1ccc(S(=O)(=O)N2CCN(CC(=O)Nc3ccc(Cl)c([N+](=O)[O-])c3)CC2)cc1
  -19%	2%	?	0%	i	18%	-1.1%	-7%	?
CCC(C)c1ccccc1NC(=O)COC(=O)C1=COCCO1 (stereo unspecified)
  0%	12%	26	-3%	?	-3%	0.1%	1%	13%
c1ccc(Cc2nnc3sc(-c4ccc5c(c4)OCO5)nn23)cc1
  51%[activator]	-33%	-4	3%	i	-18%	-0.7%	/	33%[activator]
CCOc1ccc(CCNC(=O)CN2CCN(Cc3ccc(F)cc3Cl)C2=O)cc1OCC
  -21%	-21%	/	-3%	i	/	-0.2%	-11%	?
Cc1ccc2cc(C#N)c(N3CCCN(S(=O)(=O)c4ccc(F)cc4)CC3)nc2c1
  -6%	-3%	-13	-8%	i	24%	0.4%	?	-6%
CN(C(=O)CSc1nc(-c2ccccc2)cs1)C1CCS(=O)(=O)C1 (stereo unspecified)
  17%	-1%	11	-4%	i	1%	7.6%	?	0%
Cc1cc(SCC(=O)c2ccccc2)nc(=O)[nH]1
  -25%	7%	-11	0%	i	2%	2.7%	?	13%
CC(C)c1ccc(NC(=O)Nc2nc(C(N)c3ccccc3)cs2)cc1 (stereo unspecified)
  ?	11µM*	-94*	/	/	/	-0.2%[9.22 µM]	/	11µM*

# Going on with the list:
# Results follow in this order: ATXN2 expr inh	HepG2 tox	IL-1B inflam inh	A549 viability	S2 tox	MCF10A rereplic	Nrf2 activator	Nrf2 block	TGFb SMAD3 inh
Cc1ccc(C(=O)N2CCn3c4c(c5cc(C)ccc53)CCCC42)cc1 (stereo unspecified)
  -26%	-10%	/	-4%	i	/	5.3%	-11%	?
Cc1cc(Cl)ccc1OCCCC(=O)N1CCN(S(=O)(=O)c2ccccc2)CC1
  -13%	-37%	-87*	2%	i	?	2.7%	?	-22%
COc1ccc(N2CCN(C(=S)Nc3cc(C)ccc3C)CC2)cc1
  -3%	0%	4	0%	i	-1%	-0.7%	-9%	-4%
Cc1nc2c3ccccc3[nH]c(=O)n2n1
  -2%	-16%	29	-4%	i	-187%[0.0737 µM]	-0.9%	1%	0%
COc1ccccc1N(CC(=O)NCCSc1ccccn1)S(=O)(=O)c1ccccc1
  3%	10%	34	-1%	i	6%	0.2%	2%	8%
COc1ccccc1C1=CC(=O)C[C@H](c2ccc(Cl)cc2)C1
  -22%	-12%	-54*	13%	i	22%	5.1%	8%	?
CC1(c2ccccc2)CC(C)(C)N(C(=O)c2cccc(Cl)c2)c2ccccc21 (stereo unspecified)
  /	-23%	/	1%	/	/	5.3%	-15%	?
COc1ccccc1NC(=O)c1ccc2c(c1)N(CC(=O)NC(C)(C)C)C(=O)C(C)(C)O2
  -1%	3%	-3	4%	i	-2%	-0.2%	7%	-1%
O=c1[nH]c(CSc2nnc(Nc3ccccc3)s2)nc2ccccc12
  10%	-23%	41	-1%	i	22%	6.0%	-7%	3%
CC1CCCCC1NC(=O)CN1CCC(O)(c2ccc3c(c2)OCO3)CC1 (stereo unspecified)
  -8%	4%	-6	2%	i	7%	-0.4%	12%	12%
CCN(CC(=O)Nc1ccc(NC(C)=O)cc1)C(=O)CSc1nnc(-c2ccco2)n1CC
  0%	0%	14	0%	i	7%	-0.7%	0%	-1%
Cc1ccc(NC(=O)CSc2n[nH]c(-c3cccnc3)n2)cc1Cl
  -11%	-6%	23	1%	i	-8%	-0.6%	-11%	8%
Cc1ccc(NC(=O)C2CCN(C(=O)[C@@H]3Cc4ccccc4CN3)CC2)cc1
  1%	0%	-9	0%	i	1%	2.8%	-7%	2%
COc1cc(OC)c(C(=O)N(Cc2ccco2)Cc2cccs2)cc1OC
  /	-7%	/	-1%	/	/	/	-7%	-4%
CNC(=O)NNC(=O)c1csc(-c2ccc(C(F)(F)F)cc2Cl)n1
  -4%	12%	10	-5%	i	-1%	0.4%	-10%	4%
COc1cccc(CC(=O)NNC(=O)c2c(-c3ccccc3)noc2C)c1
  /	-19%	0	-1%	i	-7%	0.3%	-7%	-27%

# Source: PubChem BioAssay (National Center for Advancing Translational Sciences (NCATS))
